# MEX-5 binding: MEX-5 zinc finger RNA-binding disruptors – biochemical, C. elegans, fluorescence polarization, MLPCN library, primary screen | MEX-5/FITC-TCR2 RNA binding; stronger effect = lower value | activity score (negative = inhibition of binding), % at 10 µM | actives 0.38% (n = 300,000);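 active = inhibition past about -25% in most replicates, and total fluorescence under double the plate's negative control median, limit read from the data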;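 also: 0% = DMSO and -100% = 5 µM competing unlabeled TCR2 RNA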
# Target sequence (Q9XUB2 whole entry, looked up): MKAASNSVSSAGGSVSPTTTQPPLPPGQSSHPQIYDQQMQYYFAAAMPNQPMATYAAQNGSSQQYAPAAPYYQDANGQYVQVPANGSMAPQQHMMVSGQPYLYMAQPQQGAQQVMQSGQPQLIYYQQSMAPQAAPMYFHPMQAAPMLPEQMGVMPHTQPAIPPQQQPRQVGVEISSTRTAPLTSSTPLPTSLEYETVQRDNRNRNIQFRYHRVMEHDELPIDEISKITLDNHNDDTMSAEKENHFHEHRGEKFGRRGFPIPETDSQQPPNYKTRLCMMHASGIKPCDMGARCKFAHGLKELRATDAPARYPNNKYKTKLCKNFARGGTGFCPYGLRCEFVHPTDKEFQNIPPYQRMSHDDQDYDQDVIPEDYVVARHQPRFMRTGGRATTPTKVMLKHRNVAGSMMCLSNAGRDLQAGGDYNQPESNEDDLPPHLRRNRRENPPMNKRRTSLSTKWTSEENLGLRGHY
# PAFAH1B2 FP inh: PAFAH1B2 enzyme inhibitors, primary screen, biochemical, fluorescence polarization, human | inhibition, % at 3.39 µM | actives 1.2% (n = 340,000) | recombinant PAFAH1B2, FP-rhodamine activity probe | Platelet-activating factor acetylhydrolase IB subunit alpha2 (Homo sapiens), P68402 | AID 492953, 2010;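 active = inhibition above the mean of all tested compounds plus 3 SD, cut at about 24% in these data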;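 also: 0% = enzyme with DMSO and 100% = wells lacking PAFAH1B2; many of its hits are not listed in these tables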
# Target sequence (P68402 whole entry, looked up): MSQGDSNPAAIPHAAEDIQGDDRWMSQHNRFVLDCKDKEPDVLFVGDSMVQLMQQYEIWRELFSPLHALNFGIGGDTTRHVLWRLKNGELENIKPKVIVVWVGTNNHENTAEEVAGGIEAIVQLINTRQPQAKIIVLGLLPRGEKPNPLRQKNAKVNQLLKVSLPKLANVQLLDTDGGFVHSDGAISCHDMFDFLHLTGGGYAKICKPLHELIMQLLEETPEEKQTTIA
# MCL1-BIM inh: inhibitors of MCL1 binding to BIM-BH3, primary screen, biochemical, fluorescence polarization; Induced myeloid leukemia cell differentiation protein Mcl-1 (Homo sapiens), Q07820; GST-MCL1 / FITC-Bim-BH3 fluorescence polarization; inhibition, % at 10.9 µM; actives 0.68% (n = 320,000); AID 2057, 2009;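 active = inhibition above the mean inhibition of all tested compounds plus 3 SD, set per campaign, cut at about 40% in these data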;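 also: 0% = DMSO wells and 100% = unlabeled Bim-BH3 peptide control; higher means more loss of mP so more displacement of Bim peptide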
# Target sequence (Q07820 whole entry, looked up): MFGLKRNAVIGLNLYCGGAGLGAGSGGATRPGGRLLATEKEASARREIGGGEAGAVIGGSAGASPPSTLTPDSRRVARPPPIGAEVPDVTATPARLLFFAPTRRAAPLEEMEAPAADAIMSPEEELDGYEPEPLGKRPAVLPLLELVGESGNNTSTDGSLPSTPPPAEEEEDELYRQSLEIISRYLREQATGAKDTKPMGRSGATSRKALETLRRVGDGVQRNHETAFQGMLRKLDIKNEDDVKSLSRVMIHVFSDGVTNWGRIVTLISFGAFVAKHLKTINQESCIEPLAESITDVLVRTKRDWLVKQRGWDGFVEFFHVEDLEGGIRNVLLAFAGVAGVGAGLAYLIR
# GLD-1 RNA inh: GLD-1/TGE RNA complex disruptors, primary screen, biochemical, fluorescence polarization; Female germline-specific tumor suppressor gld-1 (Caenorhabditis elegans), Q17339; purified GLD-1 + fluorescein TGE RNA; inhibition, % at 5.96 µM; actives 0.44% (n = 320,000);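 active = percent inhibition above a per-plate cutoff, the plate mean of test compounds plus 3 SD, cut at about 30% in these data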;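 also: 0% = DMSO wells with GLD-1 and probe and 100% = wells lacking GLD-1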
# PME-1 primary: PME-1 inhibitors via competitive probe labeling, primary screen, biochemical, fluorescence polarization, FP-Rh probe, HTS. Protein phosphatase methylesterase 1 (Homo sapiens), Q9Y570. recombinant PME-1. inhibition, % at 5.9 µM. actives 0.53% (n = 320,000). AID 2130, 2009;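 active = inhibition above the campaign mean of all compounds plus 3 SD, cut at about 26% in these data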;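 also: competitive labeling of PME-1 active site by serine hydrolase directed probe; 0% = PME-1 with DMSO and 100% = wells lacking PME-1 enzyme; inhibitors block probe labeling so polarization falls and inhibition rises; many of its hits are not listed in these tables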
# pPAFAH inh: pPAFAH enzyme inhibitors, primary screen, biochemical, fluorescence polarization, human; inhibition, % at 3.39 µM; actives 1.5% (n = 330,000); recombinant pPAFAH, FP-rhodamine probe fluorescence polarization; Platelet-activating factor acetylhydrolase (Homo sapiens), Q13093;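 active = inhibition above the mean inhibition across the screen plus 3 SD, cut at about 25% in these data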;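 also: inhibitors block binding of the rhodamine activity-based probe so polarization drops; 0% = enzyme with DMSO and 100% = wells lacking pPAFAH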
# BCLXL inh: inhibitors of human Bcl-xL, primary screen, biochemical, fluorescence polarization, HTS | Bcl-2-like protein 1 (Homo sapiens), Q07817 | GST-Bcl-xL / FITC-Bim BH3 peptide fluorescence polarization | inhibition, % at 10.9 µM | actives 0.7% (n = 320,000) | AID 2129, 2009;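 active = inhibition above the mean of all tested compounds plus 3 SD, cutoff set per campaign, cut at about 30% in these data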;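 also: 0% = DMSO wells and 100% = unlabeled Bim-BH3 peptide competitor; inhibitors lower millipolarization by displacing the labeled peptide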
# Fam108B counter: mouse Fam108B serine hydrolase inhibitors, primary screen, counter-screen for RBBP9 inhibitor project, biochemical, fluorescence polarization. recombinant Fam108B, FP-Rh probe fluorescence polarization. inhibition, % at 9.51 µM. actives 0.33% (n = 300,000). AID 1947, 2009;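 active = inhibition above the screen mean inhibition plus 3 SD, computed separately per campaign, cut at about 18% in these data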;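 also: inhibitors lower polarization as less probe binds the enzyme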
# AHR act: AHR activators, primary screen, cell-based, luminescence, luciferase reporter, human; Aryl hydrocarbon receptor (Homo sapiens), P35869; AID 2796, 2010; actives 2.5% (n = 320,000); AHR-responsive luciferase reporter cells; activation, % at 5 µM; in the data active = activation above about 47%;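 also: 0% = vehicle wells and 100% = reference agonist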
# * = called active by the depositor; x = not tested or not shown. Some of the compounds tested; rates above refer to the full screens.
SMILES,MEX-5 binding,PAFAH1B2 FP inh,MCL1-BIM inh,GLD-1 RNA inh,PME-1 primary,pPAFAH inh,BCLXL inh,Fam108B counter,AHR act
COc1cc(/C=C(\C#N)C(=O)Nc2cccc3ncccc23)cc(OC)c1OC,-0.7,3,3,-11,4,-2,8,1,-1
Cn1c(=O)[nH]c(=O)c2c1nc(NN)n2CCOc1ccccc1,-1.4,7,6,-3,4,6,6,2,3
CC(=O)c1ccc(N(C(=O)Cn2nnc(-c3ccccc3)n2)C(C(=O)NC2CCCCC2)c2ccccn2)cc1 (stereo not given),-0.1,5,-5,8,-1,1,-5,-4,1
COC(=O)c1ccc(NS(=O)(=O)N(C)C)cc1,2.1,-2,3,-6,-3,5,3,-5,3
CCC(C(=O)NC1CCCC1)N(C(=O)Cn1nnc(-c2ccc(C)o2)n1)c1cnc2ccccc2c1 (stereo not given),-2.8,8,-3,5,6,-3,-3,0,16
Cc1ccc(NCc2nc3ccccc3n2C)cc1,-1.6,1,-1,-1,-2,1,6,1,80*
Cc1cccc(NC(=O)c2cc(NC(=O)C3CCCCC3C(=O)O)ccc2N2CCOCC2)c1 (stereo not given),0.5,3,-3,-5,2,3,6,-1,1
CCOc1cc(C(=O)Nc2ccncc2)cc(OCC)c1OCC,-1.8,5,-6,1,-3,-6,-2,2,26
COc1ccccc1-c1nnc(N(C)C(=O)C2CCCO2)s1 (stereo not given),-1.4,0,-1,-3,0,1,0,3,22
COCCCC1CCN(C(=O)c2cc(COc3cc(C)ccc3C)on2)CC1,2.2,3,-5,-1,-1,-2,0,-3,10
Cc1nc(SCC(=O)Nc2ccccc2Cl)c2c(C)c(C)sc2n1,x,-3,4,2,-6,-4,2,x,4
CCCOC(=O)C1=C(C)NC2=C(C(=O)CCC2)C1c1cc(OC)ccc1OC (stereo not given),1.3,0,-2,2,-4,3,0,-1,2

# 3 of the entries above in order of the pPAFAH inh value, lowest first.
structure	pPAFAH inh
CCOc1cc(C(=O)Nc2ccncc2)cc(OCC)c1OCC	-6
COCCCC1CCN(C(=O)c2cc(COc3cc(C)ccc3C)on2)CC1	-2
CCCOC(=O)C1=C(C)NC2=C(C(=O)CCC2)C1c1cc(OC)ccc1OC (stereo not given)	3

# Continuation:
SMILES,MEX-5 binding,PAFAH1B2 FP inh,MCL1-BIM inh,GLD-1 RNA inh,PME-1 primary,pPAFAH inh,BCLXL inh,Fam108B counter,AHR act
COc1cc(/C=C/C(=O)N2CCCc3ccccc32)cc(OC)c1OC,-3.6,-3,5,-8,6,2,8,3,55*
CCc1ccc(Nc2ncc3c(n2)CC(c2ccc(OC)cc2)CC3=O)cc1 (stereo not given),0.4,-3,5,2,-9,4,5,0,8
COc1ccccc1NC(=O)NC1(C(=O)N2CCCCC2)CCCCC1,1.8,1,1,-1,0,6,0,3,0
CCOC(=O)C1CCN(C(=O)c2ccc3c(c2)OCCO3)CC1,x,-2,x,4,x,0,x,x,1
Clc1ccc2nc(SCc3nnc(-c4ccccc4)o3)[nH]c2c1,0.9,6,-4,3,-22,1,3,-4,6
CCC1(C)Cc2c(sc3nnn(CC(=O)Nc4ccccc4)c(=O)c23)CO1 (stereo not given),0.6,-1,0,1,-3,-9,0,-7,-2
CCOc1cc(NC(=S)NCC2CCCO2)c(OCC)cc1NC(=O)c1ccc(OC)cc1 (stereo not given),1.3,-1,3,6,6,4,4,7,3
COc1ccc(C(=O)NC(=S)Nc2ccccc2F)cc1,3.2,0,11,0,-6,0,5,-3,1
O=S1(=O)CCN(Cc2ccc(Cl)cc2)CC1,0.0,1,4,3,2,1,5,0,2
O=C(CSc1nn(-c2ccc(F)cc2)c(=S)s1)NC1CCS(=O)(=O)C1 (stereo not given),2.0,3,-2,6,0,5,2,-2,3
CSCCC(NC(=O)c1ccccc1)C(=O)NCc1ccco1 (stereo not given),-0.2,-2,1,1,-6,4,4,1,1
CCCn1c(N)c(NCCN2CCOCC2)c(=O)n(CC(=O)NCc2ccccc2)c1=O,-2.5,-1,4,2,4,4,-1,0,1
Cc1cc(C)c(C)c(S(=O)(=O)N2CCN(C(=O)c3cc(S(=O)(=O)N4CCOCC4)ccc3F)CC2)c1C,x,-1,x,2,x,12,x,x,2
CCn1c(CCc2ccccc2)nnc1SCC(N)=O,0.9,1,4,0,2,-2,3,2,0
CCCn1nc(C(=O)Nc2nc(-c3ccccn3)cs2)c2ccccc2c1=O,x,2,0,4,-1,1,0,x,17
COc1ccc(CCC(=O)Nc2nc3ccccc3[nH]2)cc1OC,0.6,5,3,9,-8,6,2,4,9
CCN1CCN(CCC(=O)Nc2ccc(Br)cc2)CC1,-0.3,2,0,8,-5,-5,1,-1,0
CCOC(=O)C1=C(C)N(C)C(=O)NC1c1c(O)ccc2ccccc12 (stereo not given),-0.8,5,-1,1,-1,4,4,-4,8
CN(C(=O)CS(=O)(=O)c1cn(CC(=O)N2CCCCC2)c2ccccc12)c1ccccc1,-1.7,8,3,3,0,1,7,0,-1
Cc1ccc(N2CC(C(=O)N/N=C/c3c(F)cccc3Cl)CC2=O)cc1 (stereo not given),-2.4,-2,4,10,4,1,5,0,7
Cc1ccc(NC(=O)CN2C(=O)S/C(=C/c3ccncc3)C2=O)cc1,-1.9,6,8,4,1,-1,8,4,0
CCCCCc1c(O)nc(SCCN(CC)CC)[nH]c1=O,1.9,-1,2,3,-6,-3,1,0,-2
CCN(CC1CCCO1)C(=O)CCc1nnc(CCc2ccccc2OC)o1 (stereo not given),-0.6,4,4,2,2,6,4,-3,2
Nc1ccc(C(=O)NCCCCCCNC(=O)c2ccc(N)cc2)cc1,-0.1,-1,3,-1,1,1,-1,3,0
CCOC(=O)c1cc(-c2ccccc2)n(CC2CC(c3ccc(OC)cc3)=NO2)n1 (stereo not given),2.2,-5,5,-6,8,8,2,1,1
Cc1ccccc1NC(=O)CON=C(N)c1ccccc1,x,-1,-1,-1,-4,-2,-1,x,0
CCOc1ccc(S(=O)(=O)NCCC2=CCCCC2)c2ccccc12,1.6,-7,6,9,-12,1,1,-7,-3
Cn1cc(S(=O)(=O)N2CCN(c3cccc(C(F)(F)F)c3)CC2)c(=O)n(C)c1=O,-0.3,5,0,-1,4,5,2,1,1
CCC(=O)N1CCc2cc(Br)cc(S(=O)(=O)NCc3ccccc3OC)c21,0.6,-2,8,-18,4,-1,1,6,9
COc1ccc2c(c1)O[C@@H](c1cccc(C(F)(F)F)c1)[C@H](OC(=O)Nc1ccc(OC(F)F)cc1)C2=O,x,x,8,11,-36,-20,1,-29,9
Cc1ccc(CSC(Nc2ccc(F)cc2)=C(C#N)C#N)cc1,-0.7,16,13,1,4,6,6,2,2
CC(C)C1CC(C(=O)Nc2ccccc2)C(=O)O1 (stereo not given),-1.1,5,-2,1,-5,3,1,-2,-1
CCc1c(C(=O)O)[nH]c2ccc(Br)cc12,-0.3,8,2,5,1,8,9,2,2
Nc1ccc(S(=O)(=O)Nc2ccccn2)cc1,-0.5,1,13,3,-1,2,11,0,-1
FC(F)Oc1ccc(NC(=S)NCC2COc3ccccc3O2)cc1 (stereo not given),-1.1,3,-4,3,-1,3,1,-7,14
O=C(CSc1nc(O)c(-c2ccccc2)c(=O)[nH]1)N1CCOCC1,-3.6,2,7,-2,5,2,3,4,-1
CCN1CCN(C(=O)c2ccc(COc3cccc(Cl)c3)o2)CC1,-1.1,7,13,-1,0,5,5,0,12
COc1ccc(C(=O)NC(=S)NNC(=O)c2ccc(O)cc2)cc1[N+](=O)[O-],-1.6,3,11,12,-1,9,8,2,2
COc1ccccc1C(=O)NNC(=O)c1cccc([N+](=O)[O-])c1,-0.3,3,2,-6,6,1,-1,-2,31
Cc1[nH]n(C(N)=S)c(=O)c1N=Nc1cc(-c2ccc(Br)cc2)[nH]n1,0.9,x,4,4,13,19,3,5,55*
COc1ccc(C(=O)OCCc2cc3ccccc3c(=O)o2)cc1,x,0,6,-1,6,2,6,x,1
O=C(Nc1nc(-c2cccs2)cs1)c1cccc(S(=O)(=O)N2CCCCCC2)c1,3.0,-7,-10,3,-40,-14,0,-18,24
COc1ccc(Br)c(C(=O)Nn2c(C)nc3ccccc3c2=O)c1,-4.2,3,13,5,1,0,10,-3,1
Cc1cc(C(=O)N2CCCC(N3CCN(c4cccc(Cl)c4)CC3)C2)nc(C)n1 (stereo not given),0.8,-3,10,7,5,3,5,-2,0
O=C1c2ccccc2C(Nc2ccccc2)N1c1cccnc1 (stereo not given),1.0,5,-2,2,-3,-1,-3,-2,0
COc1ccc(N2CCN(c3nc4ccccn4c(=O)c3C=O)CC2)cc1,-0.2,-6,19,-9,-3,-2,19,3,2
COc1ccc(N2CCN(C(=O)c3ccc4nc(N5CCCCC5)sc4c3)CC2)cc1,0.8,11,-4,6,-4,2,4,4,10
O=C(NC12CC3CC(CC(C3)C1)C2)c1cncc(Br)c1,-0.9,14,6,6,-2,-3,4,-2,8
COc1ccccc1NC(=O)COc1cccnc1[N+](=O)[O-],x,6,x,-1,x,3,x,x,0
CCC(=O)N1CCN(c2ccc(Cl)cc2NC(=O)c2cccc([N+](=O)[O-])c2)CC1,-1.5,4,-5,0,8,4,-3,5,12
CCOc1ccc(S(=O)(=O)N2CCN(C(=O)c3ccc(C)c(S(=O)(=O)N4CCOCC4)c3)CC2)cc1,x,-3,x,1,x,-3,x,x,2
COc1ccc(F)c(-c2nc(CN3CCC(c4ccccc4)CC3)c(C)o2)c1,3.5,3,-9,-6,3,3,-2,-2,2
COc1ccc(/C=N/NC(=O)c2ccc(O)cc2)cc1CN1CCCc2ccccc21,2.3,20,3,-3,27*,9,6,27*,18
CC(C)n1c(NCc2cccs2)nc2ccccc21,-1.8,3,6,4,-1,4,6,2,0
COCCNC(=O)C1CCC(CNS(=O)(=O)c2c(C)cc(C)cc2C)CC1 (stereo not given),-1.4,1,5,-6,4,2,3,1,2
Cc1nc2nc[nH]n2c(=O)c1NS(C)(=O)=O,0.7,-1,-5,-3,0,5,-3,2,2
Cc1cccc(C(=O)N2N=C(c3ccc(NS(C)(=O)=O)cc3)CC2c2cccs2)c1 (stereo not given),-0.1,-1,6,-9,-4,-1,3,-6,3
CCOC(=O)c1c(CC(C)C)csc1NC(=O)CCl,-1.2,4,-2,0,-4,3,2,-1,-1
CC1(C2CC2)NC(=O)N(CC(=O)Nc2ccc(Cl)c([N+](=O)[O-])c2)C1=O (stereo not given),x,3,-3,-3,-2,1,-3,x,1
O=C1OCC2=C1C(c1ccccc1)CC(=O)N2c1cccc(F)c1 (stereo not given),2.1,1,4,-2,11,2,5,10,1
O=C(Nc1cccnc1)c1ccc(-c2ccccc2)cc1,0.6,3,1,6,1,2,-2,-2,4
c1ccn2c(c1)nc1c2nc2ccccn21,-4.0,1,10,8,6,0,11,4,4

# Assay outcomes deposited in PubChem BioAssay by several laboratories.
